GPR119 beta-arrestin: off-target GPR119 activation – cell-based, PathHunter beta-arrestin, luminescence, set 2, counter-screen for GPR151 activator project, confirmation (AID 1508607). GPR119 PathHunter beta-arrestin cells, luminescence, 90 min; stronger effect = higher value. activation, % at 11.2 µM. actives 0.9% (n = 2,300);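 active means mean percent activation across replicates above the counterscreen hit cutoff of 9.17%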;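 further: 0% = median of sample wells and 100% = wells given EA reagent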
GPR151 beta-arrestin: GPR151 agonism via beta-arrestin recruitment – cell-based, PathHunter beta-arrestin, luminescence, set 2, confirmation (AID 1508608); activation, % at 11.2 µM; GPR151 PathHunter beta-arrestin cells, luminescence, 90 min; stronger effect = higher value; 100% = signal from added EA reagent; actives 0.9% (n = 2,300);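 active means mean activation across replicates above 26.72%, the hit cutoff set for this confirmation screen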;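 further: 0% = plate median of compound wells and 100% = EA reagent high control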
Active calls of the source: *. Not all compounds are listed, so the mix of outcomes need not match the whole.

| smiles | GPR119 beta-arrestin | GPR151 beta-arrestin |
| --- | --- | --- |
| Cc1ccc2c(c1)NC(C)(C)c1ssc(=Nc3ccc(S(=O)(=O)Nc4nccc(C)n4)cc3)c1-2 | 3.5 | 6.6 |
| CCCC1(C2CCN(C(=O)C3CC=CCC3)CC2)NC(=O)N(Cc2ccco2)C1=O (centres undefined) | 0.8 | 0.0 |
| CC(=O)c1c(C)[nH]c(C(=O)N2CCCC(C)C2)c1C (centres undefined) | -1.4 | -1.6 |
| CCCCOC(=O)c1ccc(NC(=O)c2ccccc2C(=O)c2ncc[nH]2)cc1 | 5.3 | 1.2 |
| CCC[C@@H]1NC(=O)[C@@H]2C[C@H](NCc3cc(C)ccc3F)CN2C1=O | -1.8 | -2.2 |
| Fc1ccc(-c2cnc3ccc(NCCCN4CCOCC4)nn23)cc1Cl | 2.1 | 4.5 |
| CSC1=NCCN1C(=O)COc1ccc2ccccc2c1 | -1.8 | -3.4 |
| CC(C(=O)c1ccccc1)C1(O)C(=O)N(Cc2ccccc2)c2ccccc21 (centres undefined) | 3.1 | 0.9 |

Single records (already shown). Screens in order: GPR119 beta-arrestin	GPR151 beta-arrestin
CCCC1(C2CCN(C(=O)C3CC=CCC3)CC2)NC(=O)N(Cc2ccco2)C1=O (centres undefined) is entered as 0.8	0.0
CCCCOC(=O)c1ccc(NC(=O)c2ccccc2C(=O)c2ncc[nH]2)cc1 is entered as 5.3	1.2
CC(=O)c1c(C)[nH]c(C(=O)N2CCCC(C)C2)c1C (centres undefined) is entered as -1.4	-1.6

The listing picks up, repeating the four entries before the break.
| smiles | GPR119 beta-arrestin | GPR151 beta-arrestin |
| --- | --- | --- |
| CCC[C@@H]1NC(=O)[C@@H]2C[C@H](NCc3cc(C)ccc3F)CN2C1=O | -1.8 | -2.2 |
| Fc1ccc(-c2cnc3ccc(NCCCN4CCOCC4)nn23)cc1Cl | 2.1 | 4.5 |
| CSC1=NCCN1C(=O)COc1ccc2ccccc2c1 | -1.8 | -3.4 |
| CC(C(=O)c1ccccc1)C1(O)C(=O)N(Cc2ccccc2)c2ccccc21 (centres undefined) | 3.1 | 0.9 |
| CCOCCCNC(=O)CCn1c(=O)[nH]c2ccccc2c1=O | -1.6 | -8.2 |
| CCOc1ccc(-c2nc3cc(NC(=O)c4ccc(Br)cc4)ccc3o2)cc1 | -0.6 | 4.4 |
| COc1ccc(NS(=O)(=O)c2ccc3nc(-c4ccccc4)[nH]c3c2)cc1 | -3.6 | -3.3 |
| COC(=O)C1=CN(C(C)c2ccccc2)C=C(C(=O)OC)C1c1cccc(OC)c1 (centres undefined) | 3.5 | 5.5 |
| COc1cc(-c2nc(-c3cc(C)nc4ccccc34)no2)cc(OC)c1OC | 1.9 | 4.0 |
| CCOC(=O)c1ccc(CN(Cc2c(Cl)cccc2Cl)S(=O)(=O)c2cccc([N+](=O)[O-])c2)cc1 | 3.0 | 0.8 |
| COc1cc(OC)cc(C(=O)c2ccc(C(=O)Nc3ccccc3C(N)=O)cc2)c1 | 3.7 | 2.2 |
| Cc1[nH]c(=O)[nH]c(=O)c1S(=O)(=O)N1CCC(C(N)=O)(N2CCCCC2)CC1 | 1.5 | 3.9 |

(cont.)
| smiles | GPR119 beta-arrestin | GPR151 beta-arrestin |
| --- | --- | --- |
| C=CCn1c(SCC(=O)NCCO)nc2sc3c(c2c1=O)CCCC3 | -1.8 | 3.8 |
| CCN(CC)S(=O)(=O)c1cccc(C(=O)Nc2ccc(C#N)cc2)c1 | -3.3 | 2.1 |
| COc1ccc(Br)cc1CNC(=O)Cn1c(=O)oc2ccccc21 | 2.7 | -7.1 |
| CC1C(=O)Nc2ccc(S(=O)(=O)Nc3ccc(F)c(Cl)c3)cc2NC1=O (centres undefined) | -1.5 | 4.9 |
| Cc1onc(-c2ccccc2Cl)c1C(=O)NCCOC12CC3CC(CC(C3)C1)C2 | 2.0 | -2.6 |

Retrieved one by one from the entries so far (2):
| smiles | GPR119 beta-arrestin | GPR151 beta-arrestin |
| --- | --- | --- |
| CCCCOC(=O)c1ccc(NC(=O)c2ccccc2C(=O)c2ncc[nH]2)cc1 | 5.3 | 1.2 |
| COc1cc(OC)cc(C(=O)c2ccc(C(=O)Nc3ccccc3C(N)=O)cc2)c1 | 3.7 | 2.2 |
